# SR-BI HDL uptake – inhibitors of SR-BI mediated HDL lipid uptake, primary screen, ldlA[mSR-BI] cells, fluorescence, single point | Scavenger receptor class B member 1 (Mus musculus), Q61009 | ldlA[mSR-BI] CHO cells, DiI-HDL uptake fluorescence, 3 h | inhibition, % at 12.5 µM | 320,000 compounds, 0.96% hits;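 active means mean replicate inhibition of at least 70% and a set share of replicates each scoring 70 or more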;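 further: 0% = median of neutral control wells and 100% = median of positive control wells; values of inactives mirror those of a sister screen read the other way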
# PKA-R2B activ – activators of PKA-R2B holoenzyme, primary screen, biochemical, fluorescence polarization, Cy5-IP20, human; 340,000 compounds, 0.079% hits; activation, % at 11.4 µM; cAMP-dependent protein kinase catalytic subunit beta (Homo sapiens) + cAMP-dependent …; PKA-R2B holoenzyme dissociation; R2B truncated from residue 108, S112A mutant; 0% DMSO only, 100% 113 µM cGMP; AID 504700, 2011;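 active means activation above a cutoff set at the mean over all compounds plus 3 SD, cut at about 18% in these data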;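 further: higher means more holoenzyme dissociation and a rise in polarization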
# MITF TRPM1 HTS – activators of MITF-driven TRPM1 promoter reporter, primary screen, cell-based, SK-MEL-5, luciferase, single point; SK-MEL-5 TRPM1-promoter luciferase, 24 h; % of positive control, neutral wells = 0; activation, % at 12.5 µM; 300,000 compounds, 0.75% hits;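 active means mean activation of at least 80% with every replicate also reaching 80%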;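 further: 0% = neutral control wells and 100% = parthenolide positive control wells; values of inactives mirror those of a sister screen read the other way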
# dFosB act – activators of delta FosB homodimer, primary screen, biochemical, fluorescence polarization, TAMRA-CDK5 oligo, single point | purified delta FosB; percent of positive-control signal above neutral wells | 340,000 compounds, 0.99% hits | AID 493131, 2011 | Protein FosB (Mus musculus), P13346 | activation, % at 25 µM;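 active means mean activation above about 17%, with every replicate also reaching it, limit read from the data, passing the limit was not always enough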;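 further: fluorescence polarization rise as delta FosB binds a TAMRA Cdk5 AP-1 oligo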
# Target sequence (P13346 whole entry, looked up): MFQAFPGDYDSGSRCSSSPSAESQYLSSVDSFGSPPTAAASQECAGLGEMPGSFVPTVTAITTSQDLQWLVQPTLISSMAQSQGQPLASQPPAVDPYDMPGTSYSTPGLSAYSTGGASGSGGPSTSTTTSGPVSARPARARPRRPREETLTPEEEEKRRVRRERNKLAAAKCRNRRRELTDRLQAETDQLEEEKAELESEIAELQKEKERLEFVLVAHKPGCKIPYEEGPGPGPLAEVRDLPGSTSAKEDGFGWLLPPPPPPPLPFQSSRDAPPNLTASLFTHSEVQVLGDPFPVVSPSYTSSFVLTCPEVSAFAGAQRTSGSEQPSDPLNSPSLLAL
# SR-BI uptake up – activators of SR-BI mediated DiI-HDL uptake, primary screen, ldlA[mSR-BI] CHO cells, DiI fluorescence | 3 h; 100 = double the neutral-control signal | activation, % at 12.5 µM | 320,000 compounds, 0.096% hits | AID 504775, 2011;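 active means mean replicate activation of at least 60% and every replicate at or above 60%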;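 further: 0% = median plate neutral-control signal and 100% = twice that signal; values of inactives mirror those of a sister screen read the other way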
#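 Material – SR-BI-overexpressing, LDLR-lacking CHO cells · Medium – BSA-supplemented, HEPES-buffered Ham's F12, pH 7.4 · Doses – single concentration · Times – compound with DiI-HDL co-incubation, 3 h at 37 °C · Measured by – bottom-read fluorescence, 550/595 nm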
# CDK5 p35 inh – inhibitors of human CDK5/p35 kinase, primary screen, biochemical, single concentration. Cyclin-dependent kinase 5 (Homo sapiens) + Cyclin-dependent kinase 5 activator 1 (Homo …. Recombinant CDK5/p35, ADP-Glo luminescence, 60 min. inhibition, % at 10 µM. 330,000 compounds, 0.01% hits. AID 488839, 2010;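 active means highest replicate inhibition of at least 50% and at least 75% of replicates reaching 50%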;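 further: plate controls were DMSO neutral control for no effect and GW8510 at 10 µM for full effect; many of its hits are not listed in these tables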
# Target sequence (Q00535 whole entry, looked up): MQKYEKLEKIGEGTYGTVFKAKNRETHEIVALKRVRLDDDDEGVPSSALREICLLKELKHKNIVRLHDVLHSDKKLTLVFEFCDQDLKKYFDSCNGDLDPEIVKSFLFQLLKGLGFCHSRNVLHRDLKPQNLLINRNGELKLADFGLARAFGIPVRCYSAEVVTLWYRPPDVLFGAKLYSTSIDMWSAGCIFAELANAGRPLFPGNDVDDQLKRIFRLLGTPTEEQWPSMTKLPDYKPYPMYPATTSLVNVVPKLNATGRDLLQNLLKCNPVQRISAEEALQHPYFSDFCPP
# Target sequence (Q15078 whole entry, looked up): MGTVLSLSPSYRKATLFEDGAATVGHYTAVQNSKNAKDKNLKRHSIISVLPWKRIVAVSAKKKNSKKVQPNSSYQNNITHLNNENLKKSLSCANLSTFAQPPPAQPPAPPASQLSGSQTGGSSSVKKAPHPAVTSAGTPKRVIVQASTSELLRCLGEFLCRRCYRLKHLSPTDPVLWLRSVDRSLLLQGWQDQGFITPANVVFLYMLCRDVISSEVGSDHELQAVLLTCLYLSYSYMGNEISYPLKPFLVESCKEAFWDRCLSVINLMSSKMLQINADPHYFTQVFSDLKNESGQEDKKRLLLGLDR
# NSD2 HMT inh – NSD2 histone methyltransferase inhibitors, primary screen, biochemical, AlphaScreen, single concentration, set 2. inhibition, % at 12.5 µM. 310,000 compounds, 0.54% hits. NSD2 peptide methylation, 120 min; in the data active means inhibition above about 50%
# SUMO Mot1 rescue – yeast Mot1-301 growth rescue at high temperature, primary screen, SUMOylation pathway inhibitor project, S. cerevisiae, ATP luminescence, 38.5C. S. cerevisiae Mot1-301 growth rescue; percent above DMSO median, 100 means doubled. growth rescue, % at 18.8 µM. 320,000 compounds, 1% hits;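 active means every valid replicate shows activation above 250% relative to neutral control wells; inactive means the rest, any valid replicate at or below 250%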;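 further: OY570 slx delta 5 strain wells were the positive control but not used for scaling; some compounds called inactive have numbers as strong as hits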
# PKA-R1A activ – activators of PKA-R1A holoenzyme, primary screen, biochemical, fluorescence polarization, Cy5-IP20, bovine R1A, mouse PKAc | AID 504707, 2011 | cAMP-dependent protein kinase type I-alpha regulatory subunit (Bos taurus) + … | activation, % at 11.4 µM | 340,000 compounds, 0.083% hits | PKA-R1A dissociation; scaled: DMSO 0%, 113 µM cGMP 100%;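 active means percent activation above the mean of all tested compounds plus 3 SD, cut at about 19% in these data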;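 further: higher means more PKAc released from R1A so a rise in polarization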
# Pemphigus Ab inh – inhibitors of pemphigus antibody binding to DSG3, primary screen, biochemical, bead-based, flow cytometry, scFv-GFP; Desmoglein-3 (Homo sapiens), P32926; DSG3-coupled beads, scFv-anti-DSG3-GFP binding; active compounds read low; binding (percent of control), % at 10 µM; 310,000 compounds, 0.48% hits;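 active means binding more than 3 SD below its plate's average and above zero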;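 further: hits lower antibody fragment binding to DSG3; some compounds called inactive have numbers as strong as hits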
# Arrestin-AP2 inh – inhibitors of beta-arrestin/AP2 binding, primary screen, biochemical, GPCR trafficking, flow cytometry; beta-arrestin 1 C-terminal peptide binding to AP2 beta2-adaptin appendage (human); FITC-arrestin peptide / GST-AP2 beads; AP2 beta2 appendage carries R879A mutation; inhibition, % at 10 µM; 340,000 compounds, 0.31% hits;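 active means inhibition above a set limit, near 3 SD of compounds lacking own fluorescence, cut at about 54% in these data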;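 further: plate controls were DMSO wells for no effect and 5 µM unlabelled arrestin peptide for full effect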
#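 Measured by: flow cytometry, FL1 (488/535 nm); Material: AP2 appendage R879A on GSH beads; Evaluation: percent response; Timing: pre-incubation 12 min, peptide binding 1 h, room temperature; Also added: 50 nM FITC-arrestin peptide; Medium: PBS with 0.05% Tween 20 and 0.1% BSA.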
# Starred values were filed as active, the others as inactive; i = inactive; nt = not tested or not shown.
SMILES,SR-BI HDL uptake,PKA-R2B activ,MITF TRPM1 HTS,dFosB act,SR-BI uptake up,CDK5 p35 inh,NSD2 HMT inh,SUMO Mot1 rescue,PKA-R1A activ,Pemphigus Ab inh,Arrestin-AP2 inh
CC(C#N)Sc1ccc(S(=O)(=O)N(C)C2CCCCC2)cn1 (centres undefined),-11.4,-4.1,-14.1,-10.3,nt,1.6,-5.6,-4.8,-0.8,111.0,-13.7
Cc1csc(NC(=O)C2COc3ccccc3O2)n1 (centres undefined),-8.9,-7.1,4.2,-1.9,8.9,-0.2,11.6,11.0,-3.5,105.8,4.8
CCOC(=O)c1cc(C)sc1NC(=O)CN1CCN(C(=O)C2CCCO2)CC1 (centres undefined),-2.6,-3.7,-10.7,-0.3,2.6,-1.7,0.3,0.3,-16.9,120.6,13.6
CCN1CCc2nc(NC(=O)CC(c3ccccc3)c3ccccc3)sc2C1,-5.8,3.5,15.0,-12.9,5.8,1.5,10.6,-2.8,-8.8,106.2,4.4
COc1ccc2c(c1)C(=O)Nc1cc(Cl)ccc1N2,35.1,-8.1,nt,0.2,-35.1,-0.3,2.7,2.5,8.4,111.4,45.8
Cc1ccc(CCNC(=O)Cn2cccc2)cc1,-9.2,1.5,-10.4,-6.4,9.2,-1.3,6.2,-6.9,0.1,99.9,8.1
Cc1ccc2nc(NS(C)(=O)=O)sc2c1,7.7,7.0,-17.7,6.0,-7.7,0.1,3.3,-1.4,7.4,87.1,22.4
CC(C)COC(=O)C1[C@H]2C(=O)N(Cc3cccs3)C[C@]23C=C[C@H]1O3 (some centres undefined),-11.4,5.2,3.2,-3.8,11.4,-1.3,0.7,-0.3,1.3,101.4,2.6
CCOC(=O)N1CCN(C(=O)CSc2ccc(-c3ccc(OC)cc3)nn2)CC1,19.9,-0.1,3.4,-13.4,-19.9,0.8,-3.8,194.7,-3.4,121.0,44.3
O=C(CCCc1ccccc1)NCc1ccccc1Cl,-9.3,-7.1,6.1,7.7,9.3,-1.1,-4.8,3.9,6.7,109.3,35.6
CC(C)(C)c1ccc(-c2noc(CCC(=O)NCc3ccco3)n2)cc1,-14.2,5.8,-82.3,-5.4,14.2,1.6,nt,-20.2,-1.7,126.4,42.1
CCN(CC)S(=O)(=O)c1cc(C(=O)O)ccc1OC,-7.9,-4.3,-3.6,-4.8,7.9,2.3,1.3,29.0,8.6,100.7,15.1
CCOCCC(=O)Nc1cc(Cl)ccc1OC,-7.9,-8.4,-2.6,-7.5,7.9,-0.7,-0.9,-6.3,-11.2,97.5,-3.3
COCC(=O)N(C)C[C@H]1N[C@@](C)(C(=O)OC)[C@H]2C(=O)N(Cc3ccccc3)C(=O)[C@@H]12,-20.3,-7.9,5.2,0.3,20.3,-0.1,nt,nt,-0.1,96.3,34.8
CCOc1ccc(C(C)=O)cc1COc1ccc(C)nc1[N+](=O)[O-],nt,1.4,-9.5,0.2,nt,-0.6,-1.8,-1.8,1.2,nt,0.2
c1ccc(CCc2cccnc2)cc1,-8.3,8.8,13.5,0.0,8.3,-0.5,-1.4,nt,-1.8,89.5,48.5
N#Cc1cc2c(nc1SCc1ccc(Cl)cc1)CCCC2,30.9,-5.3,-4.2,-9.6,-30.9,1.3,-1.3,3.8,-4.4,101.2,-1.2
O=C(NN1C(=O)C2C3C=CC(C4CC34)C2C1=O)c1ccc(Cl)cc1Cl (centres undefined),-19.9,-7.0,-0.1,3.3,19.9,-0.1,3.0,88.7,2.7,96.1,2.9
c1ccc(-c2nnc(C(c3ccccc3)c3ccccc3)o2)cc1,nt,-13.7,10.2,-8.8,nt,-0.4,-1.5,4.7,8.7,103.4,-5.7
O=[N+]([O-])c1cc2ccccc2nc1-c1ccccc1,-10.5,8.0,0.6,-4.7,10.5,0.8,-1.8,nt,-0.9,94.4,-0.5

# The final 2 records of the section above come first, to join the parts.
SMILES,SR-BI HDL uptake,PKA-R2B activ,MITF TRPM1 HTS,dFosB act,SR-BI uptake up,CDK5 p35 inh,NSD2 HMT inh,SUMO Mot1 rescue,PKA-R1A activ,Pemphigus Ab inh,Arrestin-AP2 inh
c1ccc(-c2nnc(C(c3ccccc3)c3ccccc3)o2)cc1,nt,-13.7,10.2,-8.8,nt,-0.4,-1.5,4.7,8.7,103.4,-5.7
O=[N+]([O-])c1cc2ccccc2nc1-c1ccccc1,-10.5,8.0,0.6,-4.7,10.5,0.8,-1.8,nt,-0.9,94.4,-0.5
CC(=O)Nc1ccc(SCC(=O)Nc2ccccc2-c2ccccc2)cc1,3.9,-3.8,5.6,-4.9,-3.9,5.9,-1.9,248.3,-8.3,127.6,-0.2
Cc1c(C(=O)N(C)c2cccc(Cl)c2)cnn1-c1ccccc1,0.8,-5.3,nt,-2.7,-0.8,-1.0,-4.6,-25.1,-10.4,95.7,-1.4
O=C(CCC(=O)c1cccs1)NC(c1ccccc1)c1ccccc1,0.5,-7.1,2.5,-7.7,-0.5,-2.5,7.9,2.9,-2.3,89.4,-2.2
CCN(C[C@H]1N[C@@](C)(C(=O)OC)[C@H]2C(=O)N(C)C(=O)[C@@H]12)C(=O)Nc1ccc(OC)cc1,4.9,-15.8,3.9,6.3,-4.9,-1.0,nt,-3.5,0.3,99.8,42.7
O=C(O)CN1C(=O)/C(=C\c2cc(Br)ccc2OCc2ccc([N+](=O)[O-])cc2)SC1=S,-18.5,0.9,4.1,-32.4,18.5,1.3,6.2,239.2,24.6*,102.4,38.9
CCc1noc(C)c1C(=O)NCCc1c[nH]c2ccccc12,6.4,-4.7,4.1,-3.3,-6.4,1.1,2.1,7.0,4.0,99.9,-5.7
CCOC(=O)N1CCN(C(=O)C2CCCN(S(=O)(=O)c3ccc(OCC)cc3)C2)CC1 (centres undefined),-2.7,-6.0,-10.5,-5.9,nt,-1.5,-3.5,-6.8,-5.6,108.0,-12.6
COc1ccc(/C=C(/NC(=O)c2ccccc2)C(=O)N/N=C/c2sccc2C)cc1,78.2*,-8.4,11.5,0.4,-78.2,-1.6,0.0,11.7,6.3,108.4,3.3
Oc1ccc(Oc2ccc(Oc3ccc(O)cc3)cc2)cc1,-10.5,-0.5,nt,-13.6,10.5,0.9,-1.8,271.4,-2.5,90.5,18.4
COc1ccc(CCNC(=O)/C=C/C(=O)O)cc1OC,-29.1,2.7,7.0,-2.9,29.1,-0.6,28.9,-8.8,-7.0,100.5,0.6
COc1ccc(C2CC(c3ccc(OC)c(OC)c3)=NN2S(C)(=O)=O)cc1 (centres undefined),15.6,-7.2,87.4*,-2.0,-15.6,-1.3,-16.8,73.5,-6.4,88.3,9.8
Cc1cccc(-n2c(SCC(=O)Nc3ncc(Cl)cc3Cl)nc3ccccc32)c1,42.6,-14.2,5.7,1.8,-42.6,-0.8,1.9,-4.2,-4.6,97.2,20.5
C[C@@H](C(=O)N1CCNCC1)n1cc(CCC(=O)O)nn1,-6.7,0.9,1.0,0.1,6.7,0.2,nt,18.1,-6.3,94.3,-3.6
COc1ccc(C(=O)[C@H]2[C@H]3C(=O)N(c4ccccc4)C(=O)[C@H]3C3C=CC=NN32)cc1 (some centres undefined),-13.3,nt,nt,nt,13.3,nt,-0.3,-11.6,nt,99.6,-0.8
O=c1c2ccccc2nc(/C=C/c2cccc([N+](=O)[O-])c2)n1CCO,19.4,-2.8,4.0,-4.0,-19.4,-0.1,4.2,-12.1,-6.8,96.2,-0.5
COc1ccc(NC(=O)CN(C)C(=O)c2csc3c2CCCC3)cc1,16.4,6.0,3.5,-6.9,-16.4,1.8,0.0,-18.3,-19.1,113.0,1.5
Cc1cc2cc(CNC(=S)NCc3ccccc3)ccc2n1C,-4.9,3.7,-15.6,-17.2,4.9,-2.0,36.9,-1.0,10.3,nt,29.7
Cc1nnc(SCC(=O)Nc2ccc(N3CCOCC3)cc2)n1Cc1ccccc1,-11.2,-6.7,-6.5,-3.6,11.2,-0.8,-1.1,6.2,-2.1,101.7,-2.2
CC(=O)Nc1ccc(NC(=S)NC(=O)C2CCCC2)cc1,-9.3,-2.8,20.6,1.7,9.3,1.4,40.2,0.9,0.7,104.0,-6.5
COCCn1c(SCC(=O)N2CCCCC2)nc2cccnc21,-13.8,8.2,-4.8,-1.8,13.8,-0.1,45.9,-10.9,-0.7,96.2,3.4
CCOc1ccc(OCC)c(NC(=O)CCn2c(=O)oc3ccccc32)c1,23.5,-4.7,-8.9,-4.6,-23.5,-1.2,-2.7,2.1,-2.1,97.0,2.4
CCc1ccc(NC(=O)NCCN2CCCCC2)cc1,-6.7,-13.8,nt,-3.4,6.7,0.1,1.7,i,-2.1,124.0,-0.3
COC(=O)CC(NS(=O)(=O)c1cccs1)c1ccc2c(c1)OCO2 (centres undefined),-8.8,10.0,-9.3,-2.5,8.8,-1.4,-0.5,-3.4,3.6,103.5,3.2
CCOc1ccc(C2C(C#N)=C(N)Oc3cc(C)[nH]c(=O)c32)cc1OC (centres undefined),16.0,-13.8,0.5,3.0,-16.0,2.3,-23.7,-17.6,1.3,94.9,-8.6
CCNC(=O)Nn1c(C)nnc1C,-10.1,2.2,7.0,9.0,10.1,-0.9,-2.3,85.9,2.2,103.1,-8.2
O=C(CC1=NC2(CCCC2)Cc2ccccc21)N1CCOCC1,-6.9,0.0,-13.2,-2.2,6.9,2.0,8.1,-10.8,3.2,99.2,-2.7
CCCCNC(=O)Nc1nnc(-c2ccc(Cl)cc2)o1,-12.7,-0.2,0.3,2.2,12.7,-0.6,-4.3,-9.3,-8.1,78.1,-5.5
